# L929 necroptosis = L929 zVAD cell death inhibition. L929 zVAD necroptosis rescue, ATP luminescence, 24 h; with zVAD 60 µM. viability rescue, % at 10 µM. 220,000 tested, 0.38% active;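 active = activation, scaled between plate controls, above about 75%, limit read from the data; inactive = activation under that limit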;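 also: 0% = zVAD with DMSO and 100% = DMSO alone without zVAD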
# FXIa inh = blocks human coagulation factor XIa protease activity; inhibition, % at 5 µM; 220,000 tested, 0.14% active; P03951; purified FXIa, Boc-Glu-Ala-Arg-AMC fluorogenic substrate; AID 798;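 active = inhibition of at least 40%; inactive = inhibition below 40%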;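 also: fluorescence of freed AMC excited at 355 nm; 0% = enzyme without compound and 100% = no enzyme blank; many of its hits are not listed in these tables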
# Tb hexokinase = blocks Trypanosoma brucei hexokinase 1 activity; recombinant TbHK1, G6PDH-coupled NADH A340; inhibition, % at 10 µM; 220,000 tested, 0.11% active;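 active = inhibition of 50% or more in the single-dose primary screen; inactive = inhibition below 50%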
# Wee1 degr inh = human Wee1 degradation inhibition, primary screen; P30291; HeLa Luc-Wee1K328M stability, luciferase luminescence; 100% = proteasome inhibitor MG132 effect; reporter increase, % at 5 µM; 220,000 tested, 1.2% active; AID 1321;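 active = activation above the mean of all tested compounds plus 3 SD, set per screening run, cut at about 8.8% in these data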;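 also: cells exposed to compound for 20 h before luminescence read; 0% = DMSO alone and 100% = MG132 at 30 µM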
# Target sequence (P30291 whole entry K328M): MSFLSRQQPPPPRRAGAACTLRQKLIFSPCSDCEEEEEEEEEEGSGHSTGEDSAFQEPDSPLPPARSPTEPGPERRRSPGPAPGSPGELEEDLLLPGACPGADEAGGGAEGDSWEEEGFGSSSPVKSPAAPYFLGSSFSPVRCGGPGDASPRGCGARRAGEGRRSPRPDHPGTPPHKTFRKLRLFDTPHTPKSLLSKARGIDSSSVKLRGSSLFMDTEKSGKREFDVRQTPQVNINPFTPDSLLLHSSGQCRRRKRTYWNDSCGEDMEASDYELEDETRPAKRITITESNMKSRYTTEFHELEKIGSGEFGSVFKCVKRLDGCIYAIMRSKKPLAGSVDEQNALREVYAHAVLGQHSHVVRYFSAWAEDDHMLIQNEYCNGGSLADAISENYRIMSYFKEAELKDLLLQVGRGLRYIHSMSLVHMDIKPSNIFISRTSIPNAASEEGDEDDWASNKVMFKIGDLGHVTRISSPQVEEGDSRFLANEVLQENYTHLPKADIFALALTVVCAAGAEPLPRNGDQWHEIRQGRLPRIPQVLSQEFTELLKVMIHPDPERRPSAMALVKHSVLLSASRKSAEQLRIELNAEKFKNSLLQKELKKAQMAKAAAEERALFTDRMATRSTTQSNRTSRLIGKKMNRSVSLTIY
# TNF necrop inh = blocks TNF-alpha induced death of Jurkat FADD-/- cells; Jurkat FADD-/- TNF necroptosis rescue, ATP luminescence, 24 h; 0 = TNF only, 100 = no-TNF cells; activation (protection from cell death), % at 10 µM; 220,000 tested, 0.068% active;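 active = activation, meaning protection from cell death, of at least 50% relative to plate controls; inactive = activation below 50%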;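 also: necroptosis triggered by 40 ng/mL TNF-alpha added together with compound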
# PPC-1+TRAIL kill = compounds killing PPC-1 cancer cells with TRAIL present (potentiator screen, no TRAIL-free arm) | 220,000 tested, 0.41% active | AID 1443 | cell killing (% activity), % at 4 µM | PPC-1 cells + TRAIL, ATPLite viability luminescence;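 active = cell killing above 50% in the first pass at 4 µM, then a duplicate retest at 5 µM averaging 50% or more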;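 also: plate controls were cells with TRAIL plus DMSO for no effect and medium-only wells lacking cells for full effect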
# CHOP inhibitor = CHOP inhibition in unfolded protein response; CHO-K1 CHOP-promoter luciferase, tunicamycin-induced, 15-18 h; inhibition, % at 10 µM; 220,000 tested, 3.8% active;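 active = compounds that reduced the stress-induced luciferase reporter signal by more than about 70% of percent inhibition, limit read from the data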;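 also: 0% = tunicamycin plus vehicle and 100% = wells without tunicamycin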
# FXIIa inh = blocks human coagulation factor XIIa protease activity; P00748; inhibition, % at 5 µM; purified FXIIa, Boc-QGR-AMC fluorogenic substrate, 2 h; AID 800; 220,000 tested, 0.3% active; in the data active = inhibition above about 40%;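 also: 0% = enzyme with no compound and 100% = blank without enzyme; many of its hits are not listed in these tables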
# PGE2 EP2 inh = EP2 receptor (human) inhibition | P43116 | C6 glioma cells expressing human EP2, cAMP TR-FRET; cells stimulated with saturating PGE2 | inhibition, % at 25 µM | 260,000 tested, 0.52% active | AID 1422;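 active = percent inhibition above 40 after rounding to a whole number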;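 also: rat C6 glioma host cells with rolipram phosphodiesterase inhibitor present; the protocol text gives 20 µM as final concentration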
# Target sequence (P43116 whole entry, looked up): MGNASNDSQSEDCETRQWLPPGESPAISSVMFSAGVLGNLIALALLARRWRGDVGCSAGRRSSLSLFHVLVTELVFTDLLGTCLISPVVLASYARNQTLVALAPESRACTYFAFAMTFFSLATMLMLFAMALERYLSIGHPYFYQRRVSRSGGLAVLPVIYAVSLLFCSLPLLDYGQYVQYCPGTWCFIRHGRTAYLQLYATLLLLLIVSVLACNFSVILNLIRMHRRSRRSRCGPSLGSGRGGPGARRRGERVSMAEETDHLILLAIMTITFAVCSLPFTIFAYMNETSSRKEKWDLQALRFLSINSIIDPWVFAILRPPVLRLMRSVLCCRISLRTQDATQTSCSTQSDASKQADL
# An asterisk follows results filed as active; x = not tested or not shown; & = joins results of further samples. A portion of the library (hit frequency here may not be typical).
# Sequence of screens – L929 necroptosis, FXIa inh, TNF necrop inh, CHOP inhibitor, FXIIa inh, PPC-1+TRAIL kill, PGE2 EP2 inh, Tb hexokinase, Wee1 degr inh
CCOC(=O)c1ccc(N2C(=O)CC(N3CCCC(C)C3)C2=O)cc1 (stereo not given)
    0.2, -17, 1.8, 47, 11, 18, 3, -8, 0
O=Cc1[nH]c2ccccc2c1N(C(=O)CCl)c1ccccc1
    0.2, -3, -7.5, 87*, -2, -16, 13, -21, 2
CCCCNC(=O)CC1N=C2c3ccccc3N=C(SCC(=O)Nc3ccccc3C)N2C1=O (stereo not given)
    -0.2, -8, 1.0, 17, 2, -5, 12, -15, 5
O=S(=O)(NCC1CCCO1)c1cccc2nsnc12 (stereo not given)
    -0.2, -4, 0.0, 43, -14, -4, 0, -1, -1
Cc1cc(NC(=O)c2ccc(N(C)S(=O)(=O)c3ccccc3)cc2)no1
    -0.7, 3, 1.2, 12, 10, 3, 2, 6, -1
CCOC(=O)Cc1csc(NC(=O)/C=C/c2ccccc2Cl)n1
    0.9, -1, 0.0, 10, 5, 22, 16, -13, 1
COC(=O)CSc1nnc(CNC(=O)c2ccc(S(=O)(=O)N3CCOCC3)cc2)n1C
    0.0, -8, 0.2, -18, 4, 24, 8, -1, 4
c1ccc(-c2nnc(-c3ccccn3)c(-c3ccccn3)n2)nc1
    0.0, -5, 0.9, 2, 6, 21, 8, -12, 6
N#CCC(=O)N/N=C/c1cc(-c2ccccc2)n(-c2ccc(Cl)cc2)c1-c1ccccc1
    -0.9, -3, -2.2, 22, 3, 8, 2, -7, 5
CCCc1[nH]nc2c1C1(CCN(C(=O)OCc3ccccc3)CC1)C(C#N)=C(N)O2
    0.1, 15, -8.0, 22, 26, 0, 7, 17, 3
COCc1c(C(=O)OCc2nc(N)nc(Nc3ccccc3C)n2)oc2ccccc12
    -0.3, 32, -0.5, 28, 51*, 16, 6, -5, 0
CCS(=O)(=O)N1CCC(NC(=O)c2ccco2)CC1
    0.0, -16, 1.5, 5, 27, 6, 6&11, 6, -3
O=C(CSc1nnnn1-c1ccc2c(c1)CCC2)Nc1ccc2c(c1)OCCO2
    5.1, -2, 0.4, 23, 10, -4, x, 3, 1
O=C(Cn1c(=O)oc2cccnc21)Nc1ccccc1Oc1ccc(Cl)cc1Cl
    -0.7, 5, 0.1, 14, 7, 3, 4, 0, 4
CN1C(C(=O)NCc2cccc(Br)c2)CC2Cn3c(nc4cc5ccccc5cc43)C21 (stereo not given)
    0.3, 1, 2.5, 6, 6, 10, 12, -16, x
COc1cccc(OCCn2cc(/C=N/NC(=O)c3ccncc3)c3ccccc32)c1
    0.2, -8, 3.2, 11, 2, 18, 4, -27, 0
Cc1ccccc1NC(=S)NC1CC2CCC(C1)N2Cc1ccco1 (stereo not given)
    0.5, 9, -7.8, -14, 5, 17, 11&10, 10, -1
Cc1ccc(N2C(=O)CC(NCC3CCCO3)C2=O)cc1 (stereo not given)
    1.6, -3, 2.1, 12, 3, -15, 5, 0, 0
COC(=O)c1cc(OC)c(OC)cc1NC(=O)CSc1nnnn1Cc1ccccc1
    -0.1, 0, 0.8, 16, 13, 18, 16, -15, -1
CC1CCCCC1NC(=O)CCS(=O)(=O)c1cccc2nonc12 (stereo not given)
    -0.9, 0, 0.6, 52, -8, 12, 11, -1, -1
O=C(CSc1nccc(-c2cccs2)n1)Nc1ccc(F)c(Cl)c1
    0.4, 5, 3.9, 2, 9, 11, 18, -10, 2
Cc1c(C(C)C)c(=O)n(-c2ccc(S(=O)(=O)NC(C)C)cc2)n1C
    0.0, 6, -1.9, 19, 8, 14, 5, 3, 3
CC(C)C(=O)Nc1ccc(C(=O)NNC(=O)c2cccs2)cc1
    1.0, 4, 1.9, 2, 7, 1, 5, 37, 0
COc1cc(C)c(S(=O)(=O)n2nnc3ccccc32)cc1C
    1.4, -18, -0.2, 10, 4, 10, 2, -2, 0
COc1ccc(NC(=O)Nc2nnc(CC(=O)NCc3ccccc3)s2)cc1
    1.5, -2, -0.8, 20, 9, 2, 2, -1, -1
COCCSc1ccccc1C(=O)Nc1cc(C)on1
    -0.3, -1, -3.1, 6, 9, -8, 3, -1, 1
COc1ccccc1N1CCN(C(=O)COc2ccc(S(=O)(=O)NC(C)C)cc2)CC1
    -0.1, -6, 0.2, -5, 8, -7, 13, -9, 0
CCOc1ccc(OCCNC2CCCC2)cc1
    0.2, 6, 0.7, -14, 17, 27, 6, -3, -2
COn1c(=O)c(=O)n(O)c2ccccc21
    0.1, -6, -3.6, 21, -2, 11, 10, -21, -3
O=C(c1cccs1)n1nc(-c2ccccc2)nc1NCc1ccc(F)cc1
    0.0, 6, 2.4, 26, 12, 6, 4, 1, 1

# Reprinted from the part before: three compounds, then new ones.
# Sequence of screens – L929 necroptosis, FXIa inh, TNF necrop inh, CHOP inhibitor, FXIIa inh, PPC-1+TRAIL kill, PGE2 EP2 inh, Tb hexokinase, Wee1 degr inh
CCOc1ccc(OCCNC2CCCC2)cc1
    0.2, 6, 0.7, -14, 17, 27, 6, -3, -2
COn1c(=O)c(=O)n(O)c2ccccc21
    0.1, -6, -3.6, 21, -2, 11, 10, -21, -3
O=C(c1cccs1)n1nc(-c2ccccc2)nc1NCc1ccc(F)cc1
    0.0, 6, 2.4, 26, 12, 6, 4, 1, 1
O=C(NCCN1CCOCC1)c1cc(-c2ccccc2)on1
    1.6, 0, -9.4, 7, 19, -15, 6, -3, 1
Cc1cc(C)c(NC(=O)Cn2nnc(C(=O)NCc3ccco3)c2N)c(C)c1
    2.3, -3, -0.6, 19, 7, 17, 5, -2, -2
O=C(c1ccco1)N1CCN(C(=O)C2CC(c3ccc(Cl)cc3)=NO2)CC1 (stereo not given)
    72, -4, -1.2, 17, 2, 3, 9&18, 17, 6
CCOC(=O)c1cnc2ccc(C)cc2c1OCc1cc(F)cc(F)c1
    -0.7, 0, 0.1, 18, -11, 9, 9, -10, -2
CCOc1cc(NC(=S)NCc2ccco2)c(OCC)cc1NC(=O)CC
    0.5, 4, 0.1, 18, 6, -20, 16, 20, 2
COCCNC(=O)C(c1ccc(C)o1)N(C(=O)c1snc(C(N)=O)c1N)c1ccc(C)cc1 (stereo not given)
    0.4, 6, -2.1, -8, 11, -10, 8, -14, -2
CCOc1ccccc1C(=O)N1CCN(c2cccc(Cl)c2)CC1
    -1.2, 1, -12, x, 11, 7, 7, 7, -1
COc1ccc(OC(=O)NCCc2ccccc2)cc1
    38, -2, 6.7, -26, 4, 1, 15, -10, -1
O=C(O)c1cc2ccccc2cc1Nc1ccccc1
    3.1, 0, 2.3, 9, 3, 6, 7, -11, 0
Cc1[nH]c2ccccc2c1C1(O)C(=O)N(C(C)C)c2ccccc21 (stereo not given)
    -0.3, 15, 0.2, 16, 5, 26, 6, -2, -1
COc1ccc(N2CCN(C(=O)CSc3nnc4nc(C)cc(C)n34)CC2)cc1
    -0.2, x, -0.2, x, x, x, 4, -6, 2
Cn1c(=O)c2c(nc(N/N=C/c3ccco3)n2C)n(C)c1=O
    7.3, -3, 0.2, -9, 4, 19, 4, -68, 1
O=C(Nc1ccccc1)N1CCN(Cc2ccc(Cl)cc2)CC1
    1.8, -5, 1.2, 12, 1, 17, 5, -3, 3
C[C@@H](C(=O)NCc1ccccc1)[C@@H]1C[C@@]1(C)[C@@H](NC(=O)OCc1ccccc1)c1ccccc1
    -0.9, 20, 1.7, 64, 33, 17, 8, 1, -1
CC1CCC2C(C1)c1sc(=O)[nH]c1SC2(C)C (stereo not given)
    -0.4, 3, -2.5, 83*, 7, 17, 7, 4, -2
Cc1cccc2nc(CSc3nc4cc([N+](=O)[O-])ccc4s3)cn12
    0.2, 23, -1.0, 8, 12, 30, 10, -5, 0
COc1ccc(-c2nnn(CC(=O)NCCc3ccc(OC)c(OC)c3)n2)cc1
    3.1, -1, 1.7, 12, 18, 3, 1&4, -5, 0
CN1CCN(C(=S)c2ccc(-c3cc(Cl)ccc3Cl)o2)CC1
    -0.6, 0, 1.1, 13, 6, 8, 8, -29, -3
CCOC(=O)N1CCN(C(=O)CN(C)S(=O)(=O)c2ccc3c(c2)c(=O)n(C)c(=O)n3C)CC1
    1.6, 2, 0.7, -3, 12, 12, 9, -8, 2
COC(=O)c1ccc(S(=O)(=O)N2CCC(c3nc4ccccc4o3)CC2)cc1
    0.5, -1, 0.8, -3, 4, -10, -1, -10, -3
O=C(CN1CCCC(O)C1)N1c2ccccc2Sc2ccc(C(F)(F)F)cc21 (stereo not given)
    0.3, 3, 2.5, 38, 13, 8, 6, 0, -1
COc1cccc(C(=O)N(Cc2nc(-c3ccc(C)cc3)no2)C(C)C)c1
    0.3, -5, -2.0, 32, 8, -2, 5, 8, -3
Cc1ccc(CN2CCN(Cc3cn(C)nc3C)CC2CCO)o1 (stereo not given)
    0.6, -1, 1.1, 8, 10, x, 4, -7, 8
N#CC(C(=O)CCN1C(=O)C2CC=CCC2C1=O)c1nc2ccccc2[nH]1 (stereo not given)
    1.0, 3, 0.8, -24, -1, 37, 10, -4, -3
Cc1ccc2nc(SCC(=O)N/N=C/c3ccco3)cc(C)c2c1
    -0.7, -2, 0.8, 46, 11, 8, 7, -5, 2
C=CCNc1nc(NC(C)(C)CO)nc(OCC)n1
    4.2, -4, 0.1, 11, 8, 21, 8, 2, -4
CCS(=O)(=O)c1nc(S(=O)(=O)c2ccc(Cl)cc2)c(NCc2ccccn2)s1
    0.7, 0, 1.2, 14, 6, 8, 4, -7, 0
N#Cc1cc2[nH]c3ccccc3c2[n+](-c2ccc([N+](=O)[O-])cc2)c1N
    0.0, 0, 7.9, 2, 5, 17, 8, -21, 1
Cc1ccc(C)c(NC(=O)Cc2nc(CCl)cs2)c1
    x, 11, -13, 8, 15, -5, 5, 1, 1
OCC1(CCc2ccccc2)CCN(Cc2ccc3nsnc3c2)CC1
    1.9, -2, 1.5, 15, 9, -7, 38, -3, -4
COc1ccc2cc(C3CC(c4cccs4)=NN3C(C)=O)c(Cl)nc2c1 (stereo not given)
    -0.3, -2, 1.8, 50, 7, 12, 5, -16, 0
S=C(c1ccc(N2CCOCC2)cc1)N1CCOCC1
    -0.3, 0, -1.1, -13, 6, 39, 17, 0, 1
O=C(CSc1ccc2nnc(-c3ccncc3)n2n1)NCC1CCCO1 (stereo not given)
    -0.2, 1, 0.1, 7, 10, 16, 5, -5, 4
CN=C(Nc1cc(C)nn1CCC#N)c1ccc(F)cc1
    -0.3, -10, -11, 4, 5, 5, 5, -1, 8
Nc1nnnn1/N=C/c1ccccc1OCc1ccccc1
    -0.1, 7, 0.7, 33, 16, 24, 8, 0, -1
COc1ccc(N2CCN(c3oc(COc4ccccc4Cl)nc3C#N)CC2)cc1
    2.4, 16, 2.6, 14, 24, 2, 3, 6, 9.6*
O=C(COC(=O)c1cncc(Br)c1)Nc1nc(-c2ccc(F)cc2)cs1
    0.3, 12, 1.8, 14, 3, -3, 12, 2, 1
CCOC(=O)C1CCCN(CC(=O)Nc2c(C(=O)OC)[nH]c3ccccc23)C1 (stereo not given)
    0.1, -5, -5.5, 32, -14, -2, 7, -1, 1
COc1ccc(C(=O)C2CCCN(Cc3cccn3-c3ccccn3)C2)c(OC)c1 (stereo not given)
    -0.8, 2, 4.2, 21, 9, 26, 5, 14, 0
Cc1cccc(N2CCN(C(=O)CCS(=O)(=O)c3ccc(Br)cc3)CC2C)c1 (stereo not given)
    2.6, -2, 0.4, 32, 6, 13, 0, 22, 2
Clc1nc2c(-c3ccccc3)nnn2c2ccccc12
    0.1, 3, -28, 101*, 7, 13, 7, -9, -2
Cc1c(NC(=O)CCSc2ccc(Cl)cc2)c(=O)n(-c2ccccc2)n1C
    1.8, 2, -0.1, 4, 9, 3, 10, -4, 2
O=C(c1ccc2c3n(nc2c1)-c1ccc(Cl)cc1CO3)N1CCCCC1
    0.4, 3, -2.5, -33, 9, 38, 14, -11, x
